# Screening data (PubChem)
# CHO-K1 Ca PAM: M1 PAM counterscreen hit in parental CHO-K1 cells; ATP EC20, Fluo-8 calcium fluorescence; 0% at ATP EC20, 100% at ATP max; activation, % at 3 µM; 360,000 tested, 0.02% active; AID 602247;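 active = activation above the run cutoff, the mean activation of all test compounds plus 3 SD, cut at about 40% in these data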;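 note: peak over basal fluorescence ratio in a 140 s read after ATP addition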
# CHO-K1 Ca antag: nonselective inhibitor or artifact in parental CHO-K1 cells | ATP-induced calcium, Fluo-8 fluorescence | inhibition, % at 3 µM | 360,000 tested, 0.6% active;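 active = inhibition above a per-plate cutoff, the plate's mean sample inhibition plus 3 SD, cut at about 24% in these data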;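 note: 0% = DMSO plus EC80 ATP and 100% = DMSO alone without ATP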
# CHO-K1 Ca ag: counter-screen for M1 agonists: effect in parental CHO-K1 cells. 360,000 tested, 0.48% active. AID 602248. activation, % at 3 µM. Fluo-8 calcium fluorescence; scaled to maximal ATP response, vehicle zero; in the data active = activation above about 15%;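 note: untransfected CHO-K1 host cells lacking M1 receptor as counterscreen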
# M4 antag: CHRM4 antagonism in calcium assay; 360,000 tested, 0.73% active; CHO-hM4 cells, ACh EC80, Fluo-8 calcium fluorescence; AID 624125; P08173; inhibition, % at 3 µM;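 active = inhibition above its plate's cutoff, the mean inhibition of sample wells plus 3 SD, cut at about 27% in these data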;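 note: 0% = acetylcholine EC80 with DMSO and 100% = DMSO without agonist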
# Target sequence (P08173 whole entry, looked up): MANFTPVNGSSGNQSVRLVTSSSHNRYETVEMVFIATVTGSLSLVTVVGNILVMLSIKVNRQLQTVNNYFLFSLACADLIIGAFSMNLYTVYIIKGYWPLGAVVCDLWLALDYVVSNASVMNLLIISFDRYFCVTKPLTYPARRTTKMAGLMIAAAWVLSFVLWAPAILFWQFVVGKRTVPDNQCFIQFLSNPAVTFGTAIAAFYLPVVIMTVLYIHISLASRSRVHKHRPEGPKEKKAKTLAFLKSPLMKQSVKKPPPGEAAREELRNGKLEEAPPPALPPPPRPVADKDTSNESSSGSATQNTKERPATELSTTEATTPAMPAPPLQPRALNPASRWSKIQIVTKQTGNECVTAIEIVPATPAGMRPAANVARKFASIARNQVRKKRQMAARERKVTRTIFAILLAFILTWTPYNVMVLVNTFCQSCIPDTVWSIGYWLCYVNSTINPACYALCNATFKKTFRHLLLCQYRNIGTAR
# CHRM5 antagonist: CHRM5 antagonism in calcium assay; P08912; CHO-hM5 cells, Fluo-8 calcium fluorescence, ACh EC80; inhibition, % at 3 µM; 360,000 tested, 0.59% active;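 active = inhibition above a per-plate cutoff, the mean of that plate's test compounds plus 3 SD, cut at about 27% in these data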;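 note: 0% = acetylcholine EC80 with DMSO and 100% = DMSO without agonist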
# Target sequence (P08912 whole entry, looked up): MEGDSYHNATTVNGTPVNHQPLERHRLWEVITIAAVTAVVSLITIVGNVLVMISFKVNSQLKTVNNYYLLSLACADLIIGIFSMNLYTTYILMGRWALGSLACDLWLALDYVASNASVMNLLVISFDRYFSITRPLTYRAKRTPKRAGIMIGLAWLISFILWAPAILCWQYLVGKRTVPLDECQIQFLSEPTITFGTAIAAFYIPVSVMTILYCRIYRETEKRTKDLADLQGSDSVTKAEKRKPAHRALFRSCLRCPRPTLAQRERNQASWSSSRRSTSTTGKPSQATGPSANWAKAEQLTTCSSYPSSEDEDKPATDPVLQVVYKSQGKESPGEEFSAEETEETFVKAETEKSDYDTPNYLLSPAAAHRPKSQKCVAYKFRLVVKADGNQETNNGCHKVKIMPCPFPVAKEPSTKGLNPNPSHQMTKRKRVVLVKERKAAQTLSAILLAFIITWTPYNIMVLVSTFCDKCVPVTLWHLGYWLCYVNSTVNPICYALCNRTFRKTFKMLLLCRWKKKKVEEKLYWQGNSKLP
# CHRM4 agonist: agonists of human muscarinic M4 receptor (CHRM4); P08173; CHO-K1 hM4/Gqi5, Fluo-8 calcium fluorescence; vehicle 0%, full acetylcholine response 100%; activation, % at 3 µM; 360,000 tested, 0.14% active; AID 624127;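 active = activation above the run mean over all test wells plus 3 SD, cut at about 32% in these data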;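 note: peak over basal fluorescence ratio per well then scaled between controls; 0% = DMSO wells and 100% = acetylcholine at EC100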
# M5 ag: CHRM5 agonism in calcium assay; activation, % at 3 µM; AID 624037; CHO-K1 hM5 cells, Fluo-8 calcium fluorescence; 0% DMSO wells, 100% maximal acetylcholine response; P08912; 360,000 tested, 0.19% active;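 active = activation above the run's mean over test compounds plus 3 SD, cut at about 23% in these data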;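 note: signal is peak over basal fluorescence ratio across the kinetic read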
# CHRM5 PAM: potentiates acetylcholine response at human M5 receptor; CHO-K1 hM5, Fluo-8 calcium, ACh EC20 PAM; 0% = ACh EC20, 100% = ACh EC100; 360,000 tested, 0.3% active; P08912; activation, % at 3 µM;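 active = activation above the run cutoff, the mean activation of all test compounds plus 3 SD, cut at about 18% in these data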
#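 Test system: CHO-K1 hM5 cells / Doses: single-point, 3 µM nominal / Times: Post-acetylcholine fluorescence recording 140 s / Technique: Fluo-8 calcium fluorescence / Measure: Max/basal fluorescence ratio as % of EC20–EC100 ACh window / Benchmarks: low control EC20 acetylcholine (0%), high control EC100 acetylcholine (100%) / Replicates: one well per compound, no replicates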
# M4 PAM: potentiates acetylcholine response at human M4 receptor. P08173. CHO-K1 hM4/Gqi5, Fluo-8 calcium fluorescence, ACh EC20; 0% = ACh EC20, 100% = maximal ACh. activation, % at 3 µM. 360,000 tested, 0.4% active. AID 624126;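 active = activation above its plate's cutoff, the mean activation of sample wells plus 3 SD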; note: some results filed as inactive read as strong as hits
# An asterisk follows results filed as active.
SMILES,CHO-K1 Ca PAM,CHO-K1 Ca antag,CHO-K1 Ca ag,M4 antag,CHRM5 antagonist,CHRM4 agonist,M5 ag,CHRM5 PAM,M4 PAM
O=C(CSc1ncn[nH]1)Nc1nnc(-c2ccccc2)s1,4,-2,0.0,-3,2,0,1,-3,9
COc1ccccc1C(=O)N/N=C/c1cnc2ccccc2n1,19,-9,0.1,-2,-5,1,-2,10,8
COc1ccc(OC)c(N(CC(=O)NC2CC2)S(=O)(=O)c2ccc(C)cc2)c1,4,-3,0.6,5,0,0,-9,8,-1
COc1ccc2oc(=O)c(C(=O)NCc3ccccc3)cc2c1,20,-2,1.1,8,5,0,-1,-2,-3
CSc1ccc(/C=N/n2c(COc3ccccc3)n[nH]c2=S)cc1,10,-2,-0.5,4,2,0,-6,-4,-1
O=C1NC(=O)C(c2ccc(Cl)cc2Cl)N1 (stereo unspecified),12,-8,0.9,-14,3,1,2,3,3
O=C(COC(=O)c1cncc(Br)c1)Nc1ccc(S(=O)(=O)N2CCOCC2)cc1,-7,14,0.8,-9,-7,3,2,2,8
Cc1cc(NC(=O)c2ccc(F)cc2)ccc1NC(=O)c1ccco1,-16,-9,0.4,9,-3,2,1,4,-5
Cn1c(/C=C/c2ccc(Cl)cc2Cl)c([N+](=O)[O-])c(=O)n(C)c1=O,6,5,13,1,11,10,0,-5,-4
Cn1ncc2c(NCCO)nc(Cl)nc21,11,-10,1.8,-11,3,1,2,5,4
COc1ccc(Sc2ncnc3onc(C)c23)cc1,-16,7,-0.3,-1,-1,0,1,-2,-4
CCc1ccc(C(=O)COC(=O)C(Cc2ccccc2)NC(=O)C2CCC(C)CC2)cc1 (stereo unspecified),6,1,0.3,-1,-4,0,-5,1,8
COc1cc(OC)cc(C(C(=O)NC2CCCCC2)N(C(=O)c2ccno2)c2ccccc2)c1 (stereo unspecified),30,-23,1.1,1,0,1,-5,1,4
CN(C(=O)c1ccc2c(c1)S(=O)(=O)N=C1CCCCCN12)c1ccccc1,1,0,-0.4,-10,8,-1,1,1,0
C/C=C/c1cccc(-c2nc(C(=O)NC3CCC3)cc3c2[C@H](CCO)N(S(=O)C(C)(C)C)C3)c1 (stereo partly specified),6,8,0.9,-6,-2,2,3,4,-1
COC(=O)c1ccc(CSc2nnc3c(Cl)cc(Cl)cn23)o1,9,-15,0.7,5,1,1,1,2,-3
COc1ccc(NC(=O)c2cc(-c3cccnc3)nc3ccc(C)cc23)cc1OC,20,-6,2.2,-6,7,6,1,-7,2
CC(C)c1ccc(NC(=O)N2CCN(S(=O)(=O)c3ccccc3)CC2)cc1,10,-2,2.8,3,4,4,0,-6,5
COc1ccc(N2C(=O)CC(N(Cc3ccc(S(N)(=O)=O)cc3)C(C)=O)C2=O)cc1 (stereo unspecified),18,-15,0.2,-10,-5,1,-3,6,7
NS(=O)(=O)c1cccc(NC(=O)CSc2ncnc3ccccc23)c1,-10,3,0.7,2,1,1,-2,-4,0
CCOC(=O)C1/C(=N\O)CC(C)(O)C(C(=O)OCC)C1c1ccc(OC)c(OC)c1 (stereo unspecified),14,-13,0.2,-2,-2,0,-2,0,0
COc1ccc(-n2nc3c(c2NC(=O)c2ccc(Br)o2)CS(=O)(=O)C3)cc1,19,-6,2.4,6,4,4,-3,-1,24*
C=CCC[C@@H](Cc1ccc(F)cc1)C(=O)OC[C@H](Cc1c[nH]c2ccccc12)NC(=O)[C@H](CC=C)CC(=O)NCCO,10,-6,1.1,6,10,11,3,-11,1
O=C(Nc1ccc2c(c1)OCCO2)c1ccc(CN2CCOCC2)cc1,8,-5,0.5,-13,3,4,-5,-4,1
CCCCCCCNC(=O)CN1C(=O)CSc2ccc(S(=O)(=O)N3CCOCC3)cc21,11,-3,0.3,4,30*,2,-6,-7,-1
N#Cc1ccccc1S(=O)(=O)N1CCN(C(=O)C2CCCCC2)CC1,-21,5,0.2,-3,18,2,0,-7,4
CCOC(=O)N1CCC(NC(=O)CSCc2nc(-c3ccc(OC)c(OC)c3)oc2C)CC1,11,-4,-0.1,10,3,-1,1,5,-3
COc1cc(C(=O)Nc2c(C(=O)O)[nH]c3ccc(C)cc23)cc(OC)c1OC,-19,4,-0.7,-5,1,1,-2,9,-1
COc1ccccc1-c1nc(C#N)c(NCCCn2ccnc2)o1,24,-8,1.1,-8,5,1,-1,5,1
COc1ccc(/C=C(\NC(=O)c2ccco2)C(=O)NCCc2nc3ccccc3[nH]2)cc1,15,-8,1.4,-2,-4,3,-3,4,0
Cc1cccc(-n2[nH]c(C)c(C=Nc3ccc4[nH]c(=O)[nH]c4c3)c2=O)c1,-15,28*,0.1,-1,-4,0,1,-1,2
COc1ccc(N2CC(C(=O)Nc3nnc(SCC(=O)N4CCOCC4)s3)CC2=O)cc1 (stereo unspecified),17,-9,1.4,5,10,0,-1,-3,-1
CCOc1ccccc1NC(=O)NCc1ccccn1,-3,-5,0.3,-2,0,0,0,5,-2
O=C(Cn1cnnn1)NCCc1ccc(Cl)cc1Cl,2,-12,0.9,7,0,1,-5,1,1
O=C(O)c1ccc(N/N=C/c2c[nH]c3ccccc23)cc1,-4,1,5.7,12,16,14,1,-8,-6
Cc1nn(-c2ccccc2)nc1-c1nnc(-c2ccc(C(F)(F)F)cc2)o1,1,-10,0.3,-4,3,1,2,5,2
CC(C)NC(=O)c1ccc(-c2ccc(F)c(F)c2)c2ccoc12,5,-5,2.1,-3,-1,5,-2,-5,1
CCS(=O)(=O)N1Cc2ccccc2CC1C(=O)N1CCN(c2cccc(C)c2C)CC1 (stereo unspecified),16,-4,2.0,-1,-2,2,-3,-2,-12
Cc1ccccc1-c1nc(CN2CCC(C(=O)O)CC2)c(C)o1,22,-10,1.0,-20,-3,0,-1,-3,1
C/C(=N\NS(=O)(=O)c1c(C)cc(C)cc1C)c1ccncc1,-15,-2,0.3,6,7,0,-2,-2,-7
Cc1noc(C)c1C(=O)NC1=NCCS1,-3,-7,-0.1,-2,-6,1,0,17,2
CCC(C)Sc1nnc(Cc2cc(=O)[nH]c(=O)[nH]2)n1-c1ccc(OC)cc1 (stereo unspecified),1,8,0.6,-5,-2,0,0,-1,0
CC(C)CC1=NN(C(=O)c2cccnc2)C(O)(C(F)(F)F)C1 (stereo unspecified),11,-5,0.2,3,-2,0,0,-3,3
CCOc1ccc(-c2nn3c(-c4ccc(F)cc4)nnc3s2)cc1,18,-8,0.0,-4,-2,-1,2,-2,7
O=C(CN1CCN(c2ncccn2)CC1)Nc1ccccc1-n1cccc1,-8,-2,5.1,-2,10,20,7,-15,3
CC(C)(C)c1ccc(NC(=O)CCNC(=O)c2ccco2)cc1,16,2,0.9,12,13,1,-1,-4,-7
Cc1nn(CCC(=O)NCCc2ccccc2Cl)c(=O)c2nn(-c3ccccc3)c(C)c12,12,-12,0.6,-2,-10,4,-1,1,-2
CC1=C(C(=O)N2CCOCC2)C(c2ccc(Br)cc2)NC(=S)N1c1ccccc1 (stereo unspecified),-18,3,0.7,3,12,1,0,10,-1
Cc1[nH]c2ccccc2c1-c1csc(NC(=O)CSCC(=O)O)n1,3,-7,-0.6,-12,-8,-1,-2,4,10
N#Cc1c(NC(=O)C2CCCO2)sc2c1CCCCCC2 (stereo unspecified),4,-4,0.9,7,6,0,-3,-5,-1

# Profiles as entered above:
# O=C(CN1CCN(c2ncccn2)CC1)Nc1ccccc1-n1cccc1 is listed as CHO-K1 Ca PAM = -8; CHO-K1 Ca antag = -2; CHO-K1 Ca ag = 5.1; M4 antag = -2; CHRM5 antagonist = 10; CHRM4 agonist = 20; M5 ag = 7; CHRM5 PAM = -15; M4 PAM = 3
# N#Cc1c(NC(=O)C2CCCO2)sc2c1CCCCCC2 (stereo unspecified) is listed as CHO-K1 Ca PAM = 4; CHO-K1 Ca antag = -4; CHO-K1 Ca ag = 0.9; M4 antag = 7; CHRM5 antagonist = 6; CHRM4 agonist = 0; M5 ag = -3; CHRM5 PAM = -5; M4 PAM = -1

# (continued)
SMILES,CHO-K1 Ca PAM,CHO-K1 Ca antag,CHO-K1 Ca ag,M4 antag,CHRM5 antagonist,CHRM4 agonist,M5 ag,CHRM5 PAM,M4 PAM
C=CCN1C=C(C(=O)c2ccccc2)C(=O)CC1,13,-4,0.2,-1,2,0,2,1,2
COc1cnc(-c2ccccn2)nc1N(C)c1ccccc1,21,-20,2.5,-7,1,6,2,3,9
CCOc1ccc(NC(=O)N(CCN(C)C)C(C)c2ccncc2)cc1 (stereo unspecified),-5,3,0.0,-6,0,1,-1,-1,8
Nc1c(C(=O)N/N=C/c2ccc([N+](=O)[O-])cc2)cnn1-c1ccccc1,8,-10,1.6,4,13,3,-1,-9,10
CN(CCC#N)C(=O)COC(=O)c1cc(Cl)cc(Cl)c1N,17,-6,0.2,1,-5,1,1,3,-4
O=C(NC1CCCC1)C1CC(=O)N(C2CCCCCCC2)C1 (stereo unspecified),0,-7,0.2,14,2,-1,5,3,-6
O=C(COc1coc(CN2CCc3ccccc32)cc1=O)NCCc1ccccc1,22,9,1.7,-1,6,4,-1,-4,4
Cn1c(=O)c(=O)n(C)c2cc(S(=O)(=O)CCC(=O)Nc3cccc(C(F)(F)F)c3)ccc21,19,-16,0.1,-6,2,1,-5,0,5
COCCNS(=O)(=O)c1ccc(OCC(=O)N2CCc3ccccc3C2)c(Cl)c1,14,-5,1.2,-7,12,3,-2,-16,-1
CCOC(=O)N1CCN(C(=O)c2ccc3c(=O)n(-c4ccc(OC)cc4)c(=S)[nH]c3c2)CC1,1,2,-0.3,-5,5,1,-3,4,9
Cc1ccc(C(=O)N2CCC(Cc3ccccc3)CC2)cc1S(=O)(=O)N1CCOCC1,-14,-7,3.2,-11,2,5,-3,-7,-7
Cc1ccc(NC(=O)CN2C(=O)NC3(CCc4ccccc43)C2=O)cc1S(=O)(=O)N1CCCCC1 (stereo unspecified),-9,7,-0.2,-6,3,1,-2,1,5
CC(C)(C)N(NS(=O)(=O)c1ccc(F)cc1)c1ccccc1,7,-10,10,1,0,-1,-7,6,-2
CCOC(=O)N1CCN(C(=S)Nc2cc(S(=O)(=O)N3CCOCC3)ccc2Cl)CC1,9,-15,4.1,-1,7,17,8,-17,-5
C#CCN1C(=O)C2C(C(=O)NC)C3C=CC2(O3)C1C(=O)NCc1ccc(OC)cc1 (stereo unspecified),5,5,-0.5,-6,-1,1,-4,-2,4
CCc1nc(N2CCC(C)CC2)c2oc3ccccc3c2n1,1,-21,-0.5,7,-3,-3,0,-6,-17
O=C(Nc1cccnc1)c1ccc([N+](=O)[O-])o1,5,-9,3.1,2,1,0,-3,1,-4
O=C1NC(=O)C(=Cc2ccc(Cl)c(Cl)c2)S1,8,-11,1.4,0,14,8,7,-7,-1
Cc1ccccc1C1NC(=O)Cc2ccccc21 (stereo unspecified),-6,14,-0.1,2,1,-1,2,-4,17
CCC(C)(C)C1CCc2[nH]nc(C(=O)NC3CCCCC3)c2C1 (stereo unspecified),15,-8,-0.2,-4,9,2,-4,1,2
O=C(CN1C(=O)COc2ccccc21)N(Cc1cccnc1)Cc1ccccc1F,-4,9,4.5,11,4,10,4,-9,-17
